Assay outcomes as filed in PubChem BioAssay.
E-selectin induc: E-selectin induction on HUVECs | HUVEC E-selectin immunofluorescence imaging; normalized: neutral wells 0, TNF-alpha wells 100 | activation, % at 7.58 µM | 0.37% of 260,000 active | AID 686992;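 active = mean E-selectin-positive cell signal at least 10% of the positive control, reached in at least 60% of replicates, without over 20% cell loss; inconclusive = no rule given, readout overlaps actives, possibly toxicity-flagged; inactive = the rest, including those meeting only one limit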;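 also: in these data hits start at about 27%; measured in HUVEC primary endothelial cells; signal is the percent of cells scored E-selectin positive by PE staining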
Target sequence (P16581 whole entry, looked up): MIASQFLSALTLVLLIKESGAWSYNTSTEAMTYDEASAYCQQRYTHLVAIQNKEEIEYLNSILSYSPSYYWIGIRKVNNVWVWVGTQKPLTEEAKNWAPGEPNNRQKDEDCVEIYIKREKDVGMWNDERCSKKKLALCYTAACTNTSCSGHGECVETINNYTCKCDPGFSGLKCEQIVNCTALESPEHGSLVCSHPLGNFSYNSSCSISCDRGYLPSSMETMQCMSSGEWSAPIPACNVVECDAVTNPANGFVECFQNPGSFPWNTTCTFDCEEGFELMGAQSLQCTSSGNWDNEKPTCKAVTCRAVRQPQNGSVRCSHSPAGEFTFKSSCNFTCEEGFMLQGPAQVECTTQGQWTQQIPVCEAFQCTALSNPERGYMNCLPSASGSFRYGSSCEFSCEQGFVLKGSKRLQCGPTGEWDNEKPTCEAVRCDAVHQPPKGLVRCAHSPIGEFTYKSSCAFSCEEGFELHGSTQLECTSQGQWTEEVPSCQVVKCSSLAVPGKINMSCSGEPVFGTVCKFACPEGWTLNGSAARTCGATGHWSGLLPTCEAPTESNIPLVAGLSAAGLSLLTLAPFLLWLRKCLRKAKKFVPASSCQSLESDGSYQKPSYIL
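Assay system: HUVEC primary endothelial cells. Input: 3,000 HUVEC seeded per well. Doses: one compound dose added by pin transfer. Read-out basis: % PE-positive cells. Benchmarks: TNF-alpha high, DMSO low. Detection: immunofluorescence imaging. Buffer or medium: EGM-2, gelatin.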
Xi reactivation: reactivates the inactive X chromosome in mouse fibroblasts. XiGFP mouse fibroblasts, % GFP-positive cells imaging, 3 d; cells co-treated with 5-aza-dC sensitizer; scaled so ellipticine positive control = 100%. activation, % at 7.58 µM. 0.055% of 360,000 active. AID 743238;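 active = mean normalized replicate activation at least 10% and every replicate at or above 10%; inconclusive = only one of the two criteria met; inactive = mean below 10% and not all replicates reach 10%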;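 also: 0% = median of on-plate neutral control wells and 100% = ellipticine 6 µM median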
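assay system = SV40-immortalized XiGFP fibroblast cells, line 68-5-11 | buffer or medium = DMEM plus 5-aza-dC sensitizer | doses = single-point pinned compound dosing | times = 3-day compound exposure, then 15 min fixation at room temperature | benchmarks = positive control ellipticine, 6 µM final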
RAD54 branch: RAD54 (human) branch migration inhibition; AID 602329; 0.14% of 360,000 active; Q92698; RAD54 Holliday junction branch migration, FAM/BHQ fluorescence; inhibition, % at 10.4 µM;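 active = mean normalized replicate activity at least 40 and at least half of replicates scoring 40 or more; inconclusive = only one of the two criteria met; inactive = mean below 40 and under half of replicates reaching 40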;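 also: 0% = median of neutral control wells and 100% = median of positive control wells; inhibitors cause a drop in the FAM fluorescence signal; in these data hits start at about 50%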
S100A4 inh HTS: S100A4-myosin IIA interaction inhibition; inhibition, % at 10.7 µM; S100A4/TAMRA-MyoIIA peptide fluorescence polarization; P26447; 0.14% of 360,000 active;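 active = mean inhibition of at least 70% across replicates, with every replicate also reaching that level; inconclusive = mean inhibition reaches 70% but some replicates fall short; inactive = mean inhibition below 70%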
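Test system: S100A4 monomer protein. Medium: HEPES buffer with Ca2+, pH 7.2. Reagent: fluorescent myosin IIA peptide, 5 nM. Compound dosing: single-point compound testing. Timing: 5 min between mix addition and reading. Benchmarks: DMSO neutral and TFP positive wells.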
esBAF inh: SWI/SNF esBAF complex inhibition | mouse ES cells, Bmi1-luciferase knock-in reporter, 24 h; 100% = twice the neutral-well signal | reporter increase, % at 12.5 µM | 2% of 350,000 active | AID 602393; in the data active = activation above about 40%; inconclusive = no clear call, values can overlap the other calls;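 also: 0% = median of the plate's neutral control wells and 100% = double that signal; a rise in the Bmi1 reporter signal indicates esBAF inhibition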
FN deposition inh: fibronectin deposition inhibition; inhibition, % at 12.6 µM; 0.086% of 350,000 active; AID 743247; AH1F fibroblasts, Alexa488-fibronectin deposition fluorescence, overnight;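 active = mean inhibition across replicates of 30% or more, regardless of how many single replicates reach that level; inconclusive = mean under 30% yet at least half of replicates reach 30%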;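 also: positive control wells lacked labelled fibronectin entirely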
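Material: AH1F fibroblasts assembling fluorescent fibronectin matrix; amount: 10000 AH1F cells/well; medium: DMEM, 2% serum; reagent: Alexa488-fibronectin, 24 nM final in well; dosing: single compound dose, delivered by pin transfer; incubation: 1 h adhesion, overnight exposure; detection: fluorescence after three HBSS washes, excitation 485 nm, emission 525 nm; measure: fibronectin deposition inhibition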
RAD52 anneal inh: blocks human RAD52 DNA annealing. P43351. recombinant RAD52 DNA annealing, FRET fluorescence. inhibition, % at 18.7 µM. 0.46% of 360,000 active. AID 651710;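 active = every replicate showing at least 50% inhibition; inconclusive = mean inhibition at least 50% but not in every replicate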
Target sequence (P43351 whole entry, looked up): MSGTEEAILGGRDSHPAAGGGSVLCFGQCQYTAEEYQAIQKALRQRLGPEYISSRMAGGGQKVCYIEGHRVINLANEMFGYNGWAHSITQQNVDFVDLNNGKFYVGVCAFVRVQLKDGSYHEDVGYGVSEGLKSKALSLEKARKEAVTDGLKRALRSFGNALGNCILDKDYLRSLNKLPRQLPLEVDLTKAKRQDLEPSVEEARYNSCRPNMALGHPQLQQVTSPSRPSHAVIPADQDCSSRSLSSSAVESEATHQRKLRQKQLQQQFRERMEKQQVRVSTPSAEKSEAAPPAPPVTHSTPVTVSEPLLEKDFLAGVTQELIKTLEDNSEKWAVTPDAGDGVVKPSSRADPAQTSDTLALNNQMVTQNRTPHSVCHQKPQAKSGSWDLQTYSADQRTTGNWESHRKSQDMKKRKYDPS
EWS-Fli block: inhibitors of EWS/Fli oncoprotein transcriptional activity; AID 651661; inhibition, % at 12.6 µM; A673 NR0B1-luciferase reporter, viability-normalised; 0.67% of 350,000 active;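 active = mean inhibition of at least 50% after viability correction, with every replicate also passing that limit; inconclusive = mean reaches 50% but only one of two replicates passes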;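 also: firefly luciferase signal divided by Alamar Blue viability fluorescence both relative to DMSO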
Numbers without * were called inactive; ? = inconclusive; . = not tested or not shown; & = joins results of further samples.

smiles,E-selectin induc,Xi reactivation,RAD54 branch,S100A4 inh HTS,esBAF inh,FN deposition inh,RAD52 anneal inh,EWS-Fli block
Cc1noc(C)c1NC(=O)NCC[C@H]1CC[C@H](NC(=O)c2ccncc2)[C@@H](CO)O1,1.9,0.5,-5,5,6,.,18,-9
CNc1cncc(-c2cccc(OC)c2F)n1,-0.1,0.0,-14,9,63*,8,-14,-95
O=C(C(=O)N1CCCC1)c1c(-c2ccccc2)[nH]c2ccccc12,.,0.0,6,-5,10,9,1,7
O=C(CCCN1C(=O)[C@H]2CC=CC[C@H]2C1=O)NCc1nc(-c2ccc(Cl)cc2)no1,.,0.0,1,-14,0,-1,-10,.
O=C(c1ccncc1)N1C[C@H]2[C@@H](c3ccccc31)[C@H](CO)N2C(=O)c1ccccn1,0.2,0.6,11,2,-2,.,-12,-2
Cc1ccc(S(=O)(=O)N2CCCCC2)cc1C(=O)NCc1ccccn1,.,0.4,-1,3,-7,-3,-19,1
CCCCCOc1ccc(Br)cc1CSC(=N)N,.,0.0,.,-2,.,22,48,48
Cc1ccc(NC2=NCC(=O)N2Cc2cccs2)cc1C,.,0.1,.,6,.,-13,-22,-1
COc1ccc([N+](=O)[O-])cc1NC(=O)N(C)Cc1ccco1,-0.1,-0.1,-3,-10,7,15,-6,0
CCN1C/C(=C/c2cccs2)c2nc3ccccc3c(C(=O)O)c2C1,9.5,0.0,-8,-5,1,-4,-26,-21
CC(C)NC(=O)N(C)C[C@H]1Oc2cc(C3=CCCCC3)ccc2S(=O)(=O)N([C@@H](C)CO)C[C@H]1C,0.8,-0.5,-3,15,-1,-5,-1,-1
CCN(C(=O)CN1C(=O)NC2(CCCC2)C1=O)c1nc2c(C)cccc2s1,0.1,0.0,-5,0,-9,6,-14,3
CN(C)C(=O)C[C@@H]1C[C@H]2c3cc(NC(=O)Nc4ccccc4F)ccc3O[C@H]2[C@@H](CO)O1,0.6,0.5,-18,19,3,-11,-10,-7
O=C(NCc1cccc(Cl)c1)c1ccc(CS(=O)Cc2ccccc2Cl)o1 (stereo unspecified),.,0.0,-1,-6,-1,9,-8,4
C[C@H]1CN([C@@H](C)CO)C(=O)c2cc(C#Cc3ccc(F)cc3)cnc2O[C@@H]1CN(C)C,.,0.1,-13,5,5,.,14,-10
CC(C)N(Cc1nnc(-c2ccccc2Br)o1)C(=O)c1cc(Cl)nc2ccccc12,.,0.0,-5,-5,6,10,-33,17
COc1ccccc1N1CCN(C(=O)c2cc3c(s2)-c2ccccc2OC3)CC1,0.0,0.0,3,3,7,13,-26,0
CCOC(=O)N1CCN(C(=O)CS(=O)Cc2nc(-c3ccc(OC)c(OC)c3)oc2C)CC1 (stereo unspecified),.,0.0,-2,-3,-2,-3,-7,.
C[C@H](CO)N1C[C@H](C)[C@@H](CN(C)S(=O)(=O)c2ccc(Cl)cc2)Oc2ccc(NS(=O)(=O)c3ccccc3)cc2CC1=O,-0.9&0.1,-1.2&-0.1,-10,3,5,2,-16,4
Cc1cccc(S(=O)(=O)N[C@H]2CC[C@H](CCNC(=O)CCN3CCCCC3)O[C@H]2CO)c1,-0.1,-0.7,-3,6,-1,-3,-8,-7
NCc1oc(-c2ccccc2)cc1C(=O)O,.,0.0,.,-4,.,.,-32,8
CO[C@@H]1CC[C@H]2CCOc3ccc(C#N)cc3C(=O)N(C)[C@H](C)C(=O)N(C)C[C@@H]1O2,0.5,0.2,4,-1,2,-7,-5,-5
N#CCC(=O)N/N=C/c1cc(-c2ccccc2)n(-c2ccc(Cl)cc2)c1-c1ccccc1,0.1,0.0,.,4,.,-7,-31,6
CC(C)=CC(=O)Nc1ccccc1Br,.,.,.,3,4,.,-5,-8
CCC(=O)Nc1ccc2c(c1)OC[C@H](C)N(C(=O)CN1CCOCC1)C[C@@H](C)[C@H](OC)CN(C)C2=O,-0.1,0.0,-7,-1,-2,12,14,-2
O=C(Nc1nc(-c2ccc(Cl)cc2)cs1)NC1CCCCC1,0.9,1.8,2,.,-7,5,.,.
S=C(NCCc1ccccc1)NCc1cccs1,.,0.6,.,-7,.,-4,-11,-52
COc1ccccc1NS(=O)(=O)c1cc(NC(=O)COc2ccccc2F)ccc1N1CCOCC1,-1.2,0.0,.,-1,.,-8,-2,-12
O=C1CC(C(=O)O)C(c2ccccc2)c2ccccc21 (stereo unspecified),1.2,0.1,0,-5,-1,-2,-13,-7
COCCNC(=S)N(C)[C@H]1C[C@H]2c3[nH]c4cccc(-c5ccccc5)c4c3CCN2C(=O)[C@H]1[C@H](C)O,0.2,0.3,.,-1,.,0,-33,27
Nc1ccc(C(=O)Oc2ccc([N+](=O)[O-])cc2)cc1,0.1,0.0,13,-4,?,-1,-12,-32
CN(C)CCCNC(=O)C[C@H]1CC[C@@H](NS(=O)(=O)c2ccc(F)cc2)[C@@H](CO)O1,-0.2,1.0,9,-2,-6,.,-3,-5
CC(=O)c1cccc(NC(=O)c2csc3c2CCCCC3)c1,.,0.0,.,-4,.,.,-8,-31
COc1ccccc1/C=C/C(=O)NCC(=O)n1nc(C)cc1C,-0.4,-0.1,.,-5,.,-7,-2,3
CO[C@H]1CN(C)C(=O)c2cc(NC(=O)C3CCCCC3)ccc2OC[C@H](C)N(C(=O)c2ccccc2)C[C@H]1C,0.0,0.0,-6,-7,-1,3,-5,10
COc1ccccc1C(=O)Nc1ccc2c(c1)OC[C@H](C)N(CC1CC1)C[C@H](C)[C@H](OC)CN(C)C2=O,-0.2,-0.5,.,.,4,-28,.,-6
Cc1ccc(NC(=O)CCn2cnc3cc(C)c(C)cc32)cc1,.,.,-11,7,0,.,-1,2
O=C(NCc1nc2ccccc2[nH]1)c1ccc([N+](=O)[O-])cc1,-0.8,-0.7,.,-8,.,5,-10,0
Cc1cccnc1NC(=O)CSc1ncnc2sc(C)c(C)c12,0.0,0.1,-2,-6,7,.,-71,7
CCC(C(=O)Nc1c(C)cccc1C)n1c(-c2cc(C)cs2)nc2ccccc21 (stereo unspecified),0.0,0.2,.,-9,.,-2,-4,11
COc1cccc(C2=CC(=O)CC(C)(C)C2=O)c1,-0.3,0.0,2,-6,3,5,-6,2
O=C(c1ccc2c(c1)N(Cc1ccccc1)CCS2)N1CCOCC1,2.2,0.0,0,-5,-5,-9,-1,.
COc1cccc(-c2ccccc2[C@@H]2[C@@H](C#N)N(C(=O)Cc3ccccc3)[C@H]2CO)c1,0.3,0.0,.,9,.,-5,4,-1
CCCNC(=O)N1[C@H](C#N)[C@@H](c2ccc(-c3ccc(C(=O)N(C)C)cc3)cc2)[C@@H]1CO,0.0,0.4,4,-36,1,12,-19,-1
O=C(C[C@@H]1CC[C@@H]2[C@H](COC[C@@H](O)CN2C(=O)c2ccccc2F)O1)NCc1ccc(Cl)cc1,-0.1,-0.1,-4,-85,-5,-10,-43,7
CC(C)NC(=O)N1[C@H](C#N)[C@H](c2ccc(C#CC3CCCC3)cc2)[C@H]1CO,2.1,1.3,1,2,-3,-3,6,-2
CCC(=O)/C=C1\Sc2ccccc2N1CC,-2.7,1.0,.,4,.,-2,-8,10
C[C@H](CO)N1C[C@H](C)[C@H](CN(C)C)Oc2cc(C#CCN(C)C)ccc2S1(=O)=O,0.5,0.2,-21,-1,8,-21,3,-10
O=C(Nc1ccc(F)c([N+](=O)[O-])c1)C1CCCO1 (stereo unspecified),.,-0.1,.,3,.,-4,-23,9
Cc1ccc(N(CC(=O)NC2CCCCC2)S(=O)(=O)c2c(C)noc2C)cc1,.,0.0,-6,1,-1,3,-10,-2

Carrying on.
smiles,E-selectin induc,Xi reactivation,RAD54 branch,S100A4 inh HTS,esBAF inh,FN deposition inh,RAD52 anneal inh,EWS-Fli block
COc1ccc(S(=O)(=O)N2CCCCCC2)cc1C(=O)Nc1ccccn1,.,0.2,-11,-5,6,-1,-5,-5
CCOC(=O)C1=C(C)NC(=O)NC1c1ccc(OCC(=O)Nc2ccccc2)c(OC)c1 (stereo unspecified),0.5,0.2,-6,3,1,-3,-21,1
O=C(Oc1ccc(F)c(F)c1)c1ccc2c(=O)n3c(nc2c1)CCC3,1.9,0.0,-1,-1,3,0,-21,-2
Cc1cccc(NC(=O)COC(=O)CCc2ccccc2)c1C,.,0.3,3,4,-4,1,-5,9
CC(C)NC(=O)Nc1ccc2c(c1)C(=O)N([C@@H](C)CO)C[C@@H](C)[C@H](CN(C)Cc1ccc3c(c1)OCO3)O2,-3.3,0.1,7,-27,-4,-28,0,-8
CCOC(CCn1c(SCc2ccc([N+](=O)[O-])cc2)nc2ccccc2c1=O)OCC,.,-0.1,.,-3,.,-18,-1,1
CC(C)(C)OC(=O)NCCCCCNC(=O)c1[nH]cnc1C(=O)Nc1nccs1,.,0.0,-3,-9,7,4,-43,-3
C[C@H](CO)N1C[C@H](C)[C@@H](CN(C)Cc2ccc(C(=O)Nc3ccccc3N)cc2)Oc2c(NC(=O)C3CC3)cccc2C1=O,.,0.1,8,-8,-17,.,10,40
COCC(=O)N1C[C@@H](C)[C@@H](OC)CN(C)C(=O)c2ccc(NS(C)(=O)=O)cc2OC[C@@H]1C,-0.3,0.1,1,2,1,-15,-3,-7
CCOC(=O)C1=C[C@@H](C(C)C)N(S(=O)(=O)c2ccc([N+](=O)[O-])cc2)[C@H]1c1ccccc1,-0.7,.,-1,2,-1,-11,-11,1
COc1cccc(N2CCN(CC(=O)Nc3ccc(SC(F)F)cc3)CC2)c1,-0.7,-0.2,.,2,.,-5,-4,6
Clc1cccc(N/N=C/c2ccc(N3CCOCC3)s2)c1,2.0,0.5,.,-6,.,-4,-5,10
C[C@H]1CN([C@@H](C)CO)C(=O)Cc2cc(NS(C)(=O)=O)ccc2O[C@H]1CN(C)Cc1ccc(Cl)c(Cl)c1,-3.8,2.4,6,8,14,.,13,.
CCN(CC(=O)Nc1ccc(NC(C)=O)cc1)C(=O)CC1OC(=O)c2ccccc21 (stereo unspecified),-0.2,0.1,-1,-3,0,3,3,-1
COCCn1c(=S)[nH]c2cc(OC)c(OC)cc2c1=O,.,.,-3,-1,-5,.,-4,12
CCOC(=O)CC(=O)CSc1nccc(-c2cccnc2)n1,-0.1,-0.1,5,3,-5,1,-2,-5
